PPARg SRC1 recr – PPARgamma agonists recruiting SRC-1 coactivator, primary screen, biochemical; Peroxisome proliferator-activated receptor gamma (Homo sapiens), P37231; PPARgamma-SRC-1 coactivator recruitment biochemical assay; activation, % at 8 µM; 0.41% of 200,000 active; in the data active = activation above about 19%;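 note: 0% = DMSO and 100% = reference agonist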
Target sequence (P37231 whole entry, looked up): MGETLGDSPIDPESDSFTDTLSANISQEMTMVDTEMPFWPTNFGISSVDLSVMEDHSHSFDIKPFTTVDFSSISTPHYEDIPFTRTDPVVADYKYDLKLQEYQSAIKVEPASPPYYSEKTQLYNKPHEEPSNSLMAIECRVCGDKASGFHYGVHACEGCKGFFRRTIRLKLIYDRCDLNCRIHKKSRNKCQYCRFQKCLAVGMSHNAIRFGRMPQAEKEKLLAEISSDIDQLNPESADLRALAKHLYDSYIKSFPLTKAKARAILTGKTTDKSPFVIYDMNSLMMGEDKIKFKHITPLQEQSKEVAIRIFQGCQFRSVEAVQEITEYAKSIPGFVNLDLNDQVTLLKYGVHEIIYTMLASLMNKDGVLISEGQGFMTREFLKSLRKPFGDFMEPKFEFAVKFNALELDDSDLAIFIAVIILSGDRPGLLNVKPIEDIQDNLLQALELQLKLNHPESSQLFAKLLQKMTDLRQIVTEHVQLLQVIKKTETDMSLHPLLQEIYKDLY
HMGR II inh – inhibitors of E. faecalis class II HMGR, primary screen, biochemical, Enterococcus faecalis; HMG-CoA reductase (Enterococcus faecalis, mvaE); purified E. faecalis HMGR, NADPH absorbance 340 nm kinetic; inhibition, % at 10 µM; 0.41% of 190,000 active;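 active = inhibition above a set limit, the median over all tested compounds plus 3 SD, cut at about 9.5% in these data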;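 note: enzyme runs in reverse so mevalonate oxidation gives rising NADPH absorbance; 0% = complete reaction with DMSO and 100% = background rate lacking mevalonate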
SRC2 TRFRET art – TR-FRET signal artefacts, primary screen, artefact control for PPARgamma SRC-2 agonist project, biochemical | TR-FRET artefact counter-screen; stronger effect = higher value | 0.4% of 200,000 active | TR-FRET ratio at 8 µM; in the data active = TR-FRET ratio above about 2000; note: inactives centre near 1500
RAM network inh – inhibitors of the yeast RAM network, primary screen, dse1pr::URA3 reporter, 5-FOA selection; 1.8% of 190,000 active; inhibition, % at 50 µM; S. cerevisiae dse1pr::URA3 reporter, 5-FOA growth OD615, 2 d; analog-sensitive cbk1-as2 kinase mutant strain;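 active = inhibition above a set limit, 3 SD over mean compound inhibition, cut at about 8.4% in these data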;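 note: 0% = DMSO-only wells with no growth and 100% = 10 µM 1-NA-PP1 full growth; inhibition rescues growth on 5-FOA so higher OD means more RAM inhibition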
ROMK mod – ROMK potassium channel modulators, primary screen, cell-based, thallium flux, MLSMR library; B-score at 10 µM; AID 1918, 2009; 2% of 130,000 active; ATP-sensitive inward rectifier potassium channel 1 (Homo sapiens), P48048; Tet-inducible ROMK, thallium flux fluorescence; actives lie on both sides;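 active = signal ratio slope over the read window, or its plate-corrected B-score, at least 3 SD from the plate mean, either direction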;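 note: B-score of the F/F0 ratio slope over 7 to 12 s after thallium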
Target sequence (P48048 whole entry, looked up): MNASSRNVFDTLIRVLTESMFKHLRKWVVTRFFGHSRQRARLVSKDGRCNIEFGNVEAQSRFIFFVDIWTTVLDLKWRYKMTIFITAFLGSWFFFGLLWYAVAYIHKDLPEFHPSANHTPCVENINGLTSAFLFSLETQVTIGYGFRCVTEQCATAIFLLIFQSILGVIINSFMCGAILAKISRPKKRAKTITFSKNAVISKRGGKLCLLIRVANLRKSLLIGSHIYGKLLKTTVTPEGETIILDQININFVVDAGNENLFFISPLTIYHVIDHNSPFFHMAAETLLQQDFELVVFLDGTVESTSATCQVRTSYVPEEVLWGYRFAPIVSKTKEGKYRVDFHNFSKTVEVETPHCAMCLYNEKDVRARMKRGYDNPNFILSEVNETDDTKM
PPARg SRC-3 ag – PPARgamma agonists recruiting SRC-3 coactivator, primary screen, biochemical. activation, % at 8 µM. AID 731, 2007. biochemical PPARgamma/SRC-3 coactivator recruitment assay. Peroxisome proliferator-activated receptor gamma (Homo sapiens), P37231. 0.26% of 200,000 active; in the data active = activation above about 23%;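 note: 0% = DMSO and 100% = reference agonist; some compounds past the cut are filed as inactive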
S1P3 antagonist – S1P3 receptor antagonists, primary screen, cell-based; 0.27% of 170,000 active; inhibition, % at 4.98 µM; AID 485, 2006; CHO S1P3 NFAT-BLA reporter, FRET fluorescence, antagonist mode;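 active = inhibition above the plate cutoff, the mean inhibition of test wells on that plate plus 3 SD, cut at about 28% in these data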;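 note: cells challenged with S1P at its EC80 of 0.8 µM; blue over green emission ratio from cleaved BLA substrate after 4 h stimulation; 0% = S1P-stimulated wells and 100% = unstimulated DMSO-only wells; some compounds past the cut are filed as inactive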
bIAP inh – bovine intestinal alkaline phosphatase inhibitors, primary screen, selectivity assay for TNAP inhibitor project, biochemical, bovine IAP, CDP-star luminescence; inhibition, % at 20 µM; purified bovine IAP, 30 min; 190,000 tested, under 10 active; AID 1019, 2008;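 active = over 50% inhibition of intestinal alkaline phosphatase at 20 µM in the single-dose screen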
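System: purified bovine intestinal alkaline phosphatase (IAP) enzyme; Input: IAP diluted 1/65,000,000 in the well; Measured by: CDP-star luminescence signal; Compound dosing: 20 µM single dose; Incubation: 30 min reaction at room temperature.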
PPARg SRC2 recr – agonists of PPARg-SRC-2 recruitment, primary screen, biochemical, HTS; Peroxisome proliferator-activated receptor gamma (Homo sapiens), P37231; PPARgamma LBD-SRC-2 recruitment; activation, % at 8 µM; 0.34% of 200,000 active; AID 1032, 2008; in the data active = activation above about 22%;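 note: 0% = vehicle and 100% = reference agonist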
L major viab – Leishmania major promastigote growth inhibition, primary screen; 9% of 200,000 active; inhibition, % at 10 µM; Leishmania major promastigotes, resazurin fluorescence viability; in the data active = inhibition above about 50%;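 note: promastigotes grown with compound for 44 hours at 28 °C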
Redox H2O2 prof – compounds producing H2O2 with reducing agent – biochemical, NIH compound library profiling, artefact control for MLSCN library redox annotation, primary screen; DTT-dependent redox cycling H2O2, phenol red/HRP absorbance; 100% = 100 µM peroxide control, 0% = buffer; activation, % at 10 µM; 0.03% of 200,000 active; AID 878, 2007;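 active = activation of at least 50% relative to the plate's high and low controls in the primary single-dose screen; inactive = activation below 50%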;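 note: compound incubated with DTT at 0.8 mM final as the reducing agent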
* = called active by the depositor; · = no result given.

SMILES	PPARg SRC1 recr	HMGR II inh	SRC2 TRFRET art	RAM network inh	ROMK mod	PPARg SRC-3 ag	S1P3 antagonist	bIAP inh	PPARg SRC2 recr	L major viab	Redox H2O2 prof
O=C(c1ccccc1)C1Oc2ccccc2C2CC(c3cccs3)=NN12 (stereo not drawn)	0	-2	1582	-0.8	-0.63	1	-1	14	1	65*	-0.2
Cc1ccc(CC2CC(=O)N(c3ccc(Cl)cn3)C2=O)cc1 (stereo not drawn)	5	-2	1705	1.0	·	-3	-4	7	10	-7	1.7
Cc1ccccc1Cn1c(C(C)O)nc2ccccc21 (stereo not drawn)	14	-8	1483	0.8	0.3	0	-18	6	5	-1	0.5
COc1ccc(N(CC(=O)N2CCN(c3ccccc3)CC2)S(=O)(=O)c2c(C)noc2C)cc1	4	-4	1568	-0.6	·	-6	5	-2	3	3	-1.0
CCOc1ccc(N=Nc2cc(C(C)C)ccc2O)cc1	18	-1	1362	10*	0.86	2	2	31	6	-5	-0.7
Cc1cc(C)n2c(SCC(=O)NC3CCCCC3)nnc2n1	4	-2	1607	2.1	-0.92	7	-15	1	12	-1	-0.3
O=C(Nc1ccccc1Cl)c1cc(S(=O)(=O)N2CCCCC2)ccc1N1CCOCC1	-2	-2	1505	1.6	-1	-6	·	-1	-6	-8	-4.9
COc1ccc2nc3cccc(OC)c3nc2c1	9	6	1684	0.4	-0.24	3	-22	9	-4	10	-1.4
CCCc1nc(SCC(=O)Nc2cc(Cl)ccc2OC)c2c(=O)n(C)c(=O)n(C)c2n1	4	1	1753	0.2	·	7	-8	6	6	-4	-1.0
Cc1ccc(S(=O)(=O)Nc2c(C)n(C)n(-c3ccccc3)c2=O)cc1C(=O)NCc1ccccn1	-2	-1	1533	0.8	0.53	-21	-3	-1	1	-3	0.1
CCOCC(=O)Nc1cccc(C(=O)OCC)c1	-6	-7	1558	1.5	0.72	7	-34	10	8	-1	-4.1
COc1cccc(-c2nn(-c3ccccc3)cc2CN(C)C(C)c2ccon2)c1 (stereo not drawn)	-5	-3	1368	0.9	0.0094	6	-4	13	5	13	0.6
O=C(CCN1CCOCC1)Nc1ccc2c(c1)CCC2	-3	-4	1444	0.3	0.28	-14	-5	2	1	4	0.8
NNC(=O)CCc1nc2ccccc2[nH]1	6	-7	1732	0.6	0.88	8	-17	-1	11	-1	-1.8
COc1ccc(N2C(=O)C(Cl)=C(N3CCCC3)C2=O)cc1	9	-5	1657	4.1	-0.72	2	·	5	11	-2	8.3
O=C1CC(c2cccnc2)c2cc3c(cc2N1)OCO3 (stereo not drawn)	6	-1	1692	1.4	·	5	-4	8	3	-11	-0.9
Cc1ccccc1NC(=O)c1cnc2ccccn2c1=O	-1	2	1498	0.5	·	6	-1	-1	5	3	-2.9
CCC1(Cc2ccccc2)NC(=O)c2ccccc2O1 (stereo not drawn)	4	-1	1614	-0.7	-0.98	-1	-17	7	6	-5	0.1
COc1cc(S(=O)(=O)N(C)C2CCCCC2)c(C)cc1C	14	-1	1441	0.8	-0.26	5	-11	-6	5	10	0.4
Cn1ncc(Br)c1C(=O)N1CCOCC1	5	1	1610	1.2	0.63	3	-3	-16	2	-7	-0.1
Cc1cc(C)cc(N(CC(=O)Nc2ccccc2)C2=NC3CS(=O)(=O)CC3S2)c1 (stereo not drawn)	16	-12	1678	4.4	-1.2	1	5	0	11	64*	0.0
O=C(CSc1nnc(NC2CCCCC2)s1)NCc1ccco1	1	-6	1611	0.0	0.29	0	-4	6	-1	8	-1.9
CCOC(=O)Cc1nc(-c2ccc(Cl)cc2)n[nH]1	5	-3	1480	-0.7	0.12	2	11	4	6	2	-1.6
Cc1[nH]cnc1CSCc1ccc(F)cc1	-9	2	1397	0.4	1	-3	1	15	4	-2	0.0
CCOC1OC(=O)C(Cl)=C1Nc1ccccc1C (stereo not drawn)	7	-2	1573	0.0	-0.018	0	7	·	3	-5	-0.1
SMILES	PPARg SRC1 recr	HMGR II inh	SRC2 TRFRET art	RAM network inh	ROMK mod	PPARg SRC-3 ag	S1P3 antagonist	bIAP inh	PPARg SRC2 recr	L major viab	Redox H2O2 prof
CCCN1C2=NS(=O)(=O)CCN2c2ccccc21	5	-4	1466	0.7	·	-14	-1	-4	0	-6	1.5
CCN=C1NN=C(c2ccc(C)cc2)CS1	8	-1	1562	2.9	·	5	·	-2	10	-4	-0.2
COc1ccc(NC(=S)Nc2ccc(OC)cc2OC)c(OC)c1	11	-3	1657	0.9	0.044	1	3	16	11	13	0.2
O=[N+]([O-])c1cccc(-c2nc(NCc3ccccc3)c3ccccc3n2)c1	-14	-4	1396	8.7*	-0.014	-2	5	-39	1	58*	0.4
COCC(C)NC(=O)c1ccc(-n2nc(C(F)(F)F)cc2-c2cccs2)cc1 (stereo not drawn)	6	-2	1477	0.2	1.3	2	·	0	6	2	0.1
COc1ccccc1C(=O)Nc1ccccn1	2	-10	1834	2.0	0.0072	1	-23	8	24*	3	-1.4
CSc1ncccc1C(=O)OCc1ccccc1Cl	8	-3	1704	-0.2	·	5	-2	0	4	3	-0.8
COc1ccc2nc(SCC(=O)Nc3ccc4sc(C)nc4c3)c(C#N)cc2c1	7	-6	1612	5.2	·	7	·	20	4	-4	-3.0
CCCCn1c(=O)[nH]c(=O)c2c1nc(-c1ccc(-c3ccccc3Br)o1)n2CCOC	13	-3	1504	5.0	·	6	·	14	5	1	-7.2
CN1CCN(/N=C/c2ccc(-c3ccc([N+](=O)[O-])cc3)o2)CC1	10	-6	1642	2.1	·	14	24	23	17	-3	0.2
Cc1onc(-c2ccccc2)c1C(=O)N/N=C/c1ccc([N+](=O)[O-])s1	0	3	1691	-0.8	-1.1	2	-2	-2	11	100*	-0.2
O=C(CNC(=O)c1cccs1)N/N=C/c1ccco1	4	3	1457	1.6	3.4*	-1	-22	5	-11	-4	0.6
O=C(N/N=C/c1ccncc1)c1nc(-c2ccccc2)n2c1CCCCC2	-5	-3	1464	3.1	·	-8	·	-33	1	3	4.0
CCOC(=O)N1CCN(C(=O)Cn2ncc3ccccc32)CC1	2	-6	1522	0.6	·	-3	-49	9	-7	-5	0.0
O=C(O)c1cc([N+](=O)[O-])c(NCc2cccnc2)c([N+](=O)[O-])c1	2	6	1632	4.9	-0.18	-4	3	-4	-9	-6	6.5
O=C(NCc1ccc(Cl)cc1)C1=Cc2cc(Cl)ccc2OC1	3	-3	1565	1.7	·	-5	·	15	-3	-5	1.8
CC(=O)Nc1ccc(C(=O)CSc2nc3ccccc3n2CC(=O)N2CCCC2)cc1	-8	-1	1374	0.7	·	1	-62	5	2	-4	-2.2
COc1ccc(C)cc1NC(=O)NCc1ccccc1F	7	0	1597	1.6	-1.2	5	-16	-4	-7	0	-0.9
CCC(=O)c1ccccc1OCC(=O)Nc1c(C)cccc1C	5	-3	1691	-0.1	0.00036	6	-14	-11	3	-1	-0.7
O=c1c(/C=C(\O)c2ccccc2)nc2ccccc2n1-c1ccccc1	2	1	1402	0.9	-2.6	5	·	40	0	31	0.6
NS(=O)(=O)c1ccc(CCNC(=O)CSc2nc3ccccc3c(=O)n2CCC(=O)N2CCCCC2)cc1	2	-8	1552	1.1	0.00082	4	-3	2	-1	-4	0.0
CCOC(=O)N1CCN(c2ccc(C(=O)c3cccc(F)c3)cc2)CC1	8	-4	1702	1.4	-0.95	-3	·	5	5	22	0.1
CCCCCCn1cnc2c(c1=O)c1nc3ccccc3nc1n2Cc1cccs1	2	-1	1618	5.7	·	5	-3	1	-4	1	-0.5
O=C(COC(=O)c1ccc(O)cc1)NCCC1=CCCCC1	9	1	1406	1.4	-1.2	-5	-29	-6	-2	-3	0.4
CCN(CC)CCCC(C)NC(=O)c1cccc(S(=O)(=O)N2CCc3ccccc32)c1 (stereo not drawn)	-5	1	1462	-0.1	-0.94	4	-20	-38	3	48	-1.1

Some entries already given, limited to SRC2 TRFRET art and bIAP inh.
| Structure | SRC2 TRFRET art | bIAP inh |
| --- | --- | --- |
| O=c1c(/C=C(\O)c2ccccc2)nc2ccccc2n1-c1ccccc1 | 1402 | 40 |
| NS(=O)(=O)c1ccc(CCNC(=O)CSc2nc3ccccc3c(=O)n2CCC(=O)N2CCCCC2)cc1 | 1552 | 2 |

More entries follow:
SMILES	PPARg SRC1 recr	HMGR II inh	SRC2 TRFRET art	RAM network inh	ROMK mod	PPARg SRC-3 ag	S1P3 antagonist	bIAP inh	PPARg SRC2 recr	L major viab	Redox H2O2 prof
O=c1c2ccccc2nc(-c2ccc(Br)cc2)n1Cc1ccccc1	8	-1	1781	2.5	·	13	·	20	2	3	-1.7
CC12CCC3(CO)COC(c4ccccc4O1)C2C3 (stereo not drawn)	2	1	1311	-0.1	0.027	-3	-26	8	3	-8	0.4
COC(=O)c1cc(C(=O)OC)cc(-n2c(C)cc(C(=O)COC(=O)CNS(=O)(=O)c3ccc(C)cc3)c2C)c1	6	-6	1459	5.1	-0.31	-1	0	-5	7	90*	-0.6
O=C(COc1ccc([N+](=O)[O-])cc1)NNC(=O)c1cccs1	0	2	1357	0.8	0.65	-1	6	-38	2	-6	-0.1
C=CCn1c(=O)c2ccccc2n2c(SC(C)C(=O)Nc3nc(-c4ccccc4)cs3)nnc12 (stereo not drawn)	0	-8	1628	3.8	·	-8	-19	-3	-1	37	-2.9
O=C(c1cccs1)N(c1ccc(F)cc1)C1C=CS(=O)(=O)C1 (stereo not drawn)	-7	17*	1499	1.3	0.9	1	-19	-3	0	-5	-2.1
CCOc1cccc(-c2nc(C(N)=O)c3[nH]c(=O)n(-c4cccc(Cl)c4)c3n2)c1O	-2	-2	1469	-0.7	·	8	15	-13	14	-8	-0.6
FC(F)(F)c1nnc2sc(-c3ccccn3)nn12	-6	-3	1622	1.0	·	-1	-21	5	-7	-3	0.3
Cc1ccc(-c2cn3cccnc3n2)cc1	-6	-2	1586	1.8	-0.67	0	21	3	7	-3	-0.9
CCNC(=S)N/N=C/c1ccco1	0	2	1697	-0.9	0.55	1	·	6	-3	2	-0.1
Cc1cccc(NCc2ccc(O)c3ncccc23)c1	1	1	1659	1.2	-0.0024	-2	-4	7	6	-4	0.5
CCOc1ccccc1NC(=O)CSc1nc2c(c(=O)n1C)SC(C)C2 (stereo not drawn)	-1	-6	1714	0.0	·	4	12	13	-3	5	-3.1
CCc1sc(C(=O)N2CCN(S(C)(=O)=O)CC2)cc1Br	-3	-4	1444	0.1	1.2	-2	8	6	0	-1	0.6
